N370S GC: N370S glucocerebrosidase modulation, Gaucher chaperone candidate. AID 2101. Potency, µM (highest dose often 59.4 µM), inactives show top-dose activity change, negative = inhibition, actives largely listed as inhibitors. P04062. N370S GC spleen homogenate, 4MU-glucoside fluorescence. 0.092% of 330,000 active;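 further: 0% = full enzyme activity and -100% = no enzyme basal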
TDP1 block: blocks human tyrosyl-DNA phosphodiesterase 1. Q9NUW8. recombinant TDP1, AlphaScreen DNA substrate cleavage. Potency, µM (top dose mostly 130 µM), without a hit: at the highest dose activity change, negative = inhibition, hits mostly inhibitors. 0.28% of 350,000 active. AID 485290; further: nearly all actives have a fitted effect of over 40% in size
Target sequence (Q9NUW8 whole entry, looked up): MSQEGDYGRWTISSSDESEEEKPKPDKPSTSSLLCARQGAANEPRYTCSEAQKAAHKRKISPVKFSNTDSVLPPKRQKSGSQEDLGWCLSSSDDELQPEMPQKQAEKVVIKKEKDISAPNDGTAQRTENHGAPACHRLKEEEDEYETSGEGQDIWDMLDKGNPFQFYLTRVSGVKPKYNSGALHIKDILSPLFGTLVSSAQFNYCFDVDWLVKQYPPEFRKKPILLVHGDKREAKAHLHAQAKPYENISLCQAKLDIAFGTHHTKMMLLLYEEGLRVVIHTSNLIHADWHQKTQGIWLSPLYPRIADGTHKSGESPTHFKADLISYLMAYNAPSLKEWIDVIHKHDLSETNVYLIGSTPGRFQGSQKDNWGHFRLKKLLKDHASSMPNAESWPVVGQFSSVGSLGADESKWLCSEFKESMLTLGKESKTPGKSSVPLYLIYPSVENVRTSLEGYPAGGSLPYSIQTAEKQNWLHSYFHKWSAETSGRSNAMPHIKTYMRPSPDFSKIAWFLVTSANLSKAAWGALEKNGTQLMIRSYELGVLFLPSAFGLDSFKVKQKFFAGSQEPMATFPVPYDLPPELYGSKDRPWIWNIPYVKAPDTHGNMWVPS
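Steps: enzyme plus compound, 15 min RT; add biotin/phosphotyrosine-FITC oligonucleotide (15 nM final), react 5 min; add donor/acceptor beads (10 ug/ml final), 10 min; read AlphaScreen. Tdp1 at 1 nM final.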
FEN1 inh: blocks human flap endonuclease 1. P39748. Recombinant FEN1 flap cleavage, fluorescence, 15 min. Potency, µM (series often up to 114 µM), for the others: at the top dose activity change, negative = inhibition, most hits filed as inhibitors. 0.35% of 390,000 active. AID 588795; further: nearly all actives have a fitted effect of over 65% in size
Target sequence (P39748 whole entry, looked up): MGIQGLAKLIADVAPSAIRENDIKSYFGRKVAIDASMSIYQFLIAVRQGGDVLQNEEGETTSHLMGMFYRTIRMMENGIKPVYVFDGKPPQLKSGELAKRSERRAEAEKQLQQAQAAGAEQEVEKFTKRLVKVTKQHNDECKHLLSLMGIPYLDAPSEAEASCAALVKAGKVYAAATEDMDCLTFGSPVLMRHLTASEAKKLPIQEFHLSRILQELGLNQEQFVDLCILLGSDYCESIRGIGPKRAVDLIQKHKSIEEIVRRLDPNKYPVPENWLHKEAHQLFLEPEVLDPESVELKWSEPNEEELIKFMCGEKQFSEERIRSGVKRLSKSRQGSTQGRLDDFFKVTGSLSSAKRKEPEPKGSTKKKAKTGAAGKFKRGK
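Potency values derive from four-parameter Hill fits of normalized qHTS data. The reaction used 10 nM FEN1 preincubated 15 min at room temperature with compound, then 50 nM DNA substrate, read at 0 and 15 min.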
* marks the source's active call; other numbers are inactive results; ? = inconclusive; · = no result given; & = joins results of further samples; [ ] = remark or other dose. The call rests on the fitted dose curve; in most records, active means well fitted curve in the direction sought with a large enough effect; inconclusive means small, poorly fitted or top-dose-only effect, or another doubt; inactive means no such curve, though single readings can be large; an effect the other way counts as inactive or inconclusive. Unless noted, on the % scale 0 is the no-effect control and ±100 the full control effect; potency means the concentration at half of the fitted maximal effect.

SMILES	N370S GC	TDP1 block	FEN1 inh
O=C(CN1C(=O)CCSc2ccc(S(=O)(=O)N3CCOCC3)cc21)Nc1cccc(F)c1	3.2%	3.5%	-13.9%
CCOC(=O)N1CCC(Nc2c(N3CCN(c4cccc(C(F)(F)F)c4)CC3)c(=O)c2=O)CC1	2.1%	2.8%	9.4%
Cc1ccc(C(=O)CC2(O)C(=O)N(C)c3ccc(Br)cc32)c(C)c1 (stereo not given)	-10.2%	8.7%	14.8%
Cc1cccc2cc(C#N)c(SCc3nnc(-c4ccccc4[N+](=O)[O-])o3)nc12	2.4%	-5.5%	0.4%
COc1ccc(-c2cc(C(F)F)n3ncc(C(=O)N4CCN(C(=O)c5ccco5)CC4)c3n2)cc1	1.9%	9.8%	15.1%
S=c1sc2c(N3CCN(Cc4ccccc4)CC3)ncnc2n1-c1ccccc1	2.1%	5.6%	17.2%
CCn1c(O)c(/C=N/N=C/c2ccc(OC)cc2)c2cc(C3=NNC(=O)CC3)ccc21	-1.1%	9.0%	-11.3%
CC1CCN(c2ccc3nnc(CCC(=O)N4CCCCC4)n3n2)CC1	-11.4%	2.3%	?
CCc1ccc(NC(=O)Cn2c(=O)nc(-c3ccccc3F)c3cc(Cl)ccc32)cc1	·	1.2%	-4.6%
COc1ccc(C(=O)N(Cc2sccc2C)C2CCS(=O)(=O)C2)cc1Cl (stereo not given)	·	8.6%	-3.3%
O=C(NCCc1csc(-c2cccnc2)n1)c1cccc2ccccc12	-0.3%	8.7%	-5.4%
COc1ccc(CCNC(=O)CN(Cc2ccc(Cl)cc2)S(C)(=O)=O)cc1OC	10.7%	·	31.7%[activator]
O=C(N/N=C/c1ccc2ncccc2c1)c1ccco1	-10.0%	4.2%	-7.9%
Cc1cc(C)c(-n2c(SCCS(=O)(=O)c3ccc(F)cc3)n[nH]c2=O)c(C)c1	3.4%	2.6%	-12.6%
COC(=O)c1cc2occc2n1Cc1ccc(F)cc1Cl	·	-3.9%	-15.1%
Cc1ccc(NC(=O)CCNC(=O)c2ccc(Cl)cc2)nc1	-6.0%	0.5%	14.7%
Cc1ccc(-c2nc(NC(=O)CSc3nnc4scc(-c5ccccc5)n34)ns2)cc1	5.3%	·	15.4%
CC1(C)CC(=O)c2sc(NS(=O)(=O)c3ccc([N+](=O)[O-])cc3)nc2C1	-1.6%	6.7%[56.1 µM]	4.3%
CC(=O)NNc1ncnc2c1cnn2-c1ccc(C)c(Cl)c1	-1.8%	1.3%	0.1%
O=C(/C=C/c1ccc(Cl)cc1Cl)Nc1ccncc1	13.4%	-8.1%	10.4%
COc1ccc(OC)c(NC(=O)CSc2nccn2-c2cc(C)cc(C)c2)c1	·	11.0%	-9.4%
COC/C=C/C1=CC2=CC(=O)C(C)(OC(=O)c3cnc4ccccc4n3)C(=O)C2=CN1Cc1ccco1 (stereo not given)	-11.7%[12.8 µM]	3.5%[21 µM]	?
Cc1ccc2c(CN3CCN(S(=O)(=O)c4ccccc4C(F)(F)F)CC3)cc(=O)oc2c1C	·	0.2%[56.1 µM]	9.5%
COc1ccccc1NC(=O)c1ccc(S(=O)(=O)N2CCC(C)CC2)cc1	-3.3%	0.2%	-10.8%
COc1cc(OC)cc(C(=O)NNC(=O)c2ccccc2Br)c1	-2.7%	2.8%	5.3%
CCOC(=O)c1sc(N)c(C#N)c1CSc1nnc(C2CCCCC2)n1N	-1.5%	5.1%	-0.5%
Cc1nn(-c2ccccc2)c(C)c1C(=O)OCC(=O)N(C)c1ccccc1	·	1.5%	-1.9%
O=C(C(Sc1ccccc1)c1ccccc1)N1CCN(c2ccccc2F)CC1 (stereo not given)	4.3%	-6.8%	-6.8%
O=C(CSc1nnc(COc2ccccc2Cl)o1)NC(=O)NC1CCCC1	-5.7%	2.0%	-3.5%
C/C(=C\C(=O)Nc1nccs1)c1ccccc1	5.9%	-8.2%	-14.7%
Cc1nc2ccccc2n1CC(=O)NCCN1CCOCC1	2.3%	-5.1%[56.1 µM]	-1.5%
CCOc1ccc(NC(=S)/C(=C(\[O-])c2ccc(C)c([N+](=O)[O-])c2)[n+]2ccccc2)cc1	-13.1%	8.8%	-3.9%
COC(=O)c1ccc(COC(=O)CCc2nc(-c3ccccc3)c(-c3ccccc3)o2)cc1	15.8%	4.0%	1.6%
Cc1onc(-c2ccccc2)c1C(=O)OCC(=O)Nc1cccc(Cl)c1	·	-6.5%	-21.9%
O=C1NC(=O)/C(=C/c2ccc(N3CCOCC3)o2)N1	-9.9%	8.3%	7.3%
N#Cc1c(-c2ccccc2)cc(-c2ccccc2)nc1Br	23.0%	0.0%	-2.5%
Cc1cc(C)c(C#N)c(OCc2ccc(Cl)nc2)n1	5.3%	·	12.7%
Cc1nc2ccccc2n1C(=O)c1cc(-c2ccc(Br)cc2)nc2ccccc12	12.5%	-1.1%	-3.3%
O=C(NC1CC1)C1CC(=O)N(c2cccc(Cl)c2)C1 (stereo not given)	2.6%	11.0%	-0.6%
CCCCNCc1cc(Br)c(OCC(=O)NCc2ccccc2)c(OC)c1	-11.0%	0.0%	0.1%
O=C(Nc1ccn(Cc2ccccc2F)n1)c1ccc(COc2cc(Cl)ccc2Cl)o1	-4.3%	5.0%	-15.3%
Cc1ccc(C(=O)Nc2sc(Cc3ccc4c(c3)OCO4)c(C)c2C(N)=O)cc1	8.5%	-1.3%	11.4%
CCCc1cc(=O)[nH]c(SCCOC(=O)c2ccccc2)n1	-6.9%	2.0%	-10.8%
COc1ccc(-c2c3c(=O)n(C)c(=O)n(C)c3cn2-c2cccc(N)c2)cc1	·	7.4%	-18.9%
CCCCc1cc(=O)oc2cc(O)cc(O)c12	-5.1%	-2.7%	-8.3%
C=CCc1cccc2cc(C(=O)NC(C)(C)C)c(=O)oc12	0.2%	5.6%	-1.1%
Cc1cccc(CC2CC(=O)N(c3ccc(C)cc3Br)C2=O)c1 (stereo not given)	-1.0%	0.6%	3.0%
COc1cc2c(-c3ccc(O)cc3)nc3c(c(C)nn3-c3ccccc3)c2cc1OC	8.1%	?	?
Cc1ccccc1OCc1nc2c3cnn(-c4cccc(F)c4)c3ncn2n1	·	-1.2%	7.7%
O=C1/C(=C/c2ccco2)CCc2ccccc21	0.2%	-2.7%	-0.4%

Full records from above.
O=C(Nc1ccn(Cc2ccccc2F)n1)c1ccc(COc2cc(Cl)ccc2Cl)o1 in the list: N370S GC = -4.3%; TDP1 block = 5.0%; FEN1 inh = -15.3%
Cc1ccccc1OCc1nc2c3cnn(-c4cccc(F)c4)c3ncn2n1 in the list: N370S GC = ·; TDP1 block = -1.2%; FEN1 inh = 7.7%

The list continues.
SMILES	N370S GC	TDP1 block	FEN1 inh
CCOC(=O)c1[nH]c(C)c(CCC(=O)Nc2cc(Cl)c(OC)cc2OC)c1C	·	8.1%	4.5%
CCOC(=O)C1=C(c2ccccc2)NC(SC)=C(C#N)C1c1ccco1 (stereo not given)	12.2%	1.0%	-2.8%
Cc1c(NC(=O)Nc2cccc(F)c2)c(=O)n(-c2ccccc2)n1C	-1.1%	3.2%	-9.7%
Cc1cc(C)cc(NC(=O)Nc2nnc(N(C)C3CCCCC3)s2)c1	·	5.7%	-1.4%
CN1CCc2[nH]c3ccc(C(=O)NN)cc3c2C1	-17.5%	0.0%	?
CCOc1ccc(C(=O)C(CN2CCOCC2)c2ccccc2)cc1 (stereo not given)	-3.1%	0.0%	-3.2%
O=C(NC1CCCc2ccccc21)c1ccccn1 (stereo not given)	-2.8%	10.1%	2.3%
O=C(Nc1ccc(N2CCN(Cc3ccccc3)CC2)cc1)c1ccco1	0.0%	5.5%	-2.4%
O=[N+]([O-])c1ccc(-c2nc(NCc3cccnc3)c3ccccc3n2)cc1	-11.8%	·	5.7%
COCCNC(=S)Nc1cccc2cnccc12	3.4%	2.3%	17.4%

Another view of some results above.
The line under a structure holds: N370S GC | TDP1 block | FEN1 inh
CN1CCc2[nH]c3ccc(C(=O)NN)cc3c2C1
→ -17.5% | 0.0% | ?
CCOc1ccc(C(=O)C(CN2CCOCC2)c2ccccc2)cc1 (stereo not given)
→ -3.1% | 0.0% | -3.2%
O=C(NC1CCCc2ccccc21)c1ccccn1 (stereo not given)
→ -2.8% | 10.1% | 2.3%
O=C(Nc1ccc(N2CCN(Cc3ccccc3)CC2)cc1)c1ccco1
→ 0.0% | 5.5% | -2.4%
O=[N+]([O-])c1ccc(-c2nc(NCc3cccnc3)c3ccccc3n2)cc1
→ -11.8% | · | 5.7%
COCCNC(=S)Nc1cccc2cnccc12
→ 3.4% | 2.3% | 17.4%

Continuation:
SMILES	N370S GC	TDP1 block	FEN1 inh
CN(C)C(=O)CCc1ccc2c3c([nH]c2c1)[C@]1(C)[C@@H](C(=O)N2CCOCC2)C[C@H](CC(=O)NCCCn2ccnc2)C(=O)N1CC3	·	0.4%[56.1 µM]	17.1%
Brc1ccc2nc(N3CCCC3)sc2c1	25.7%	1.2%	-10.2%
O=S(=O)(c1ccccc1)c1nnn2c1nc(NCc1ccccc1)c1cc(Cl)ccc12	·	1.0%	-4.7%
Cc1ccc(/C=N/NC(=O)c2ccc(-c3ccccc3)cc2)o1	-0.8%	·	0.0%
CN(C(=O)COC(=O)c1sc2ccccc2c1Cl)C1CCCCC1	14.4%	-0.6%	-16.1%
O=C(Nn1cnnc1)c1cc2c(s1)CCCC2	6.7%	-2.3%	-14.4%
O=C(O)COc1ccccc1/C=N/NC(=O)CNC(=O)c1ccc(F)cc1	8.5%	6.5%	3.4%
CC(/C=C1\SC(=S)N(NS(=O)(=O)c2ccccc2)C1=O)=C\c1ccccc1	-17.9%	·	-21.8%
Cc1cccc(NNC(=O)C(=O)NNc2cccc(C)c2)c1	15.7%	0.0%	3.4%
COc1ccc(-c2[nH]ncc2CNC(C)c2cn(C)nc2C)c(F)c1 (stereo not given)	1.6%	9.0%	7.0%
COc1ccc(-c2nc3c4ccccc4n(CC(=O)N4CCN(c5ccccc5F)CC4)c(=O)n3n2)cc1	·	0.0%	9.1%
COc1ccccc1N1CCN(C(=O)c2ccccc2NC(=O)C2CCCCC2C(=O)O)CC1 (stereo not given)	5.2%	-5.1%	-6.0%
O=C(O)CC(c1ccc(C(F)(F)F)cc1)N1Cc2ccccc2C1=O (stereo not given)	2.1%	·	17.5%
O=C(CSc1nnc(COc2ccc3c(c2)CCCC3)o1)Nc1ccc(F)cc1	1.2%	1.0%	-5.3%
NS(=O)(=O)c1ccc(CCNC(=O)C(=O)NCC2OCCN2S(=O)(=O)c2cc(F)ccc2F)cc1 (stereo not given)	-7.7%	·	-13.4%
CC(NC(=O)c1ccc(F)cc1)C1CC2CCC1C2 (stereo not given)	2.5%	-0.6%	-11.5%
CCOC(=O)c1c2n(c3c(NCc4ccccc4)ncnc13)CCCC2	4.2%	4.2%	9.3%
O=C1N/C(=N/O)S/C1=C/c1cccnc1	10.8%	10.1%	15.3%
C=CC(N)CCC(=O)O (stereo not given)	-0.6%&-2.1%&8.0%	-5.8%[56.1 µM]	·
CCCOc1ccc(S(=O)(=O)Nc2ccccn2)c2ccccc12	0.2%	·	3.0%
CCC1(CC)NC(=O)N(CC(=O)OCC(=O)NC(=O)c2ccccc2OC)C1=O	-17.7%	0.0%	0.1%
CCN1C(=O)[C@@H]2[C@H](C1=O)[C@@H]1C(=O)Nc3ccccc3C(=O)N1[C@@H]2c1ccc(Br)cc1	-6.6%	0.9%	-16.8%
CC(/C=C/c1cccc([N+](=O)[O-])c1)=N/NC(=O)c1cccnc1	-1.0%	3.5%	-12.2%
CC1Oc2ccccc2N(CC(=O)NCc2ccccc2)C1=O (stereo not given)	27.6%	0.0%	16.1%
Cc1nc(N2CCOCC2)c2nc(-c3ccccc3)n(CC(C)(C)CN(C)C)c2n1	-8.4%	5.1%	·
COC(=O)CN(c1nc(C)cc(OC)n1)S(=O)(=O)c1ccccc1	4.4%	6.6%	40.2%[activator]
CCn1c(SCC(=O)Nc2ccccc2C(=O)OC)nnc1-c1ccc(N)cc1	17.7%	-4.0%	-11.1%
O=C(CSc1nnc(CNC(=O)c2c(F)cccc2Cl)o1)NCCc1ccccc1	-1.2%	0.5%	-1.0%
Cc1cccc(C)c1N1CCN(S(=O)(=O)N(C)C)CC1	0.1%	2.5%	-10.7%
COC(=O)C1=C(C)NC(=S)N(C(C)=O)C1c1ccccc1 (stereo not given)	2.8%	-1.1%	-3.7%
COc1ccc(OC)c(NC(=O)CN2C(=O)C(C)N(c3ccc(C)cc3)C2=O)c1 (stereo not given)	·	3.2%	10.9%
COc1ccc(S(=O)(=O)N2CCN(Cc3ccc4c(c3)OCO4)CC2)cc1OC	·	0.9%	-5.8%
CCn1c(CN2CCCCCC2=O)nnc1SCc1cnc(-c2ccccc2)s1	1.0%	5.3%	3.7%
Cc1ccc(NC(=O)c2ccc(C)c(S(=O)(=O)N3CCOCC3)c2)nc1	1.1%	-6.0%	-19.8%
CCOC(=O)C(CC)n1cnc2c(nnn2-c2ccccc2)c1=O (stereo not given)	-17.4%	·	7.6%
